Screening results (PubChem BioAssay)
F508del corr – CFTR F508del correction in bronchial cells | CFBE cells, YFP halide quenching; stimulated with forskolin plus potentiator P3; % fluorescence drop versus neutral controls | activity (quench increase), % at 7.58 µM | 350,000 tested, 0.36% active | AID 720511;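 active = mean added fluorescence quench of at least 8% versus neutral control, with both replicates also reaching 8%; inconclusive = only one of the mean or replicate conditions met; inactive = mean below 8% and not both replicates reaching 8%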;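 also: cells transiently co-express mutant CFTR-F508del with the halide-sensitive YFP; corrector assay measuring rescue of mutant channel to the surface after 24 h compound exposure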
GSIS activator – GLuc luminescence reporter in INS-1E cells, primary screen for activators of glucose-dependent secretion of insulin. activation, % at 16.6 µM. INS-1E GLuc reporter insulin secretion, 2-3 h. 370,000 tested, 0.61% active. AID 743287;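 active = lowest replicate activation of at least 40%, so every replicate reaches that level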;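 also: 0% = median of neutral control wells and 100% = median of IBMX positive control wells; some compounds called inactive have numbers as strong as hits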
RAD52 inh – inhibitors of human RAD52 DNA annealing; recombinant RAD52 DNA annealing, FRET fluorescence; inhibition, % at 18.7 µM; 360,000 tested, 0.46% active; AID 651710;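 active = every replicate showing at least 50% inhibition; inconclusive = mean inhibition at least 50% but not in every replicate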
E-sel inducer – induces E-selectin expression in human endothelial cells; AID 686992; HUVEC E-selectin immunofluorescence imaging; normalized: neutral wells 0, TNF-alpha wells 100; activation, % at 7.58 µM; 260,000 tested, 0.37% active; P16581;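 active = mean E-selectin-positive cell signal at least 10% of the positive control, reached in at least 60% of replicates, without over 20% cell loss; inconclusive = no rule given, readout overlaps actives, possibly toxicity-flagged; inactive = the rest, including those meeting only one limit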;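 also: in these data hits start at about 27%; measured in HUVEC primary endothelial cells; signal is the percent of cells scored E-selectin positive by PE staining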
Target sequence (P16581 whole entry, looked up): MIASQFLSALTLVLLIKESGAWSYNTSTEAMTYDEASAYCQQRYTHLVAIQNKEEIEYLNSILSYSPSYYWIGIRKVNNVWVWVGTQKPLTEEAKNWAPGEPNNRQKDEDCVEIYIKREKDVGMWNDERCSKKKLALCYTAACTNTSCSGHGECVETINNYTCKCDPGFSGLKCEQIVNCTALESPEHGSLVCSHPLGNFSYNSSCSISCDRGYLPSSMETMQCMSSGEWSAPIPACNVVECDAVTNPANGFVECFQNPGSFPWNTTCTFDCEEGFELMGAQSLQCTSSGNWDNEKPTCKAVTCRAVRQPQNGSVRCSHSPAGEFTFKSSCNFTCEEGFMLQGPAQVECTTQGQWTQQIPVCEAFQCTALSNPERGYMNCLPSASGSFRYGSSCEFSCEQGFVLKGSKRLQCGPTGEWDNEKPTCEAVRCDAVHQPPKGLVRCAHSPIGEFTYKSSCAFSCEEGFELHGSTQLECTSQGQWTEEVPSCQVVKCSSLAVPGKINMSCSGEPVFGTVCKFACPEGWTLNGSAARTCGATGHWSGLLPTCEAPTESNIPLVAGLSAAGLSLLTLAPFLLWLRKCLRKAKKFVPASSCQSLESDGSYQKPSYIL
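Assay system: HUVEC, human umbilical vein endothelial cells / Amount: 3,000 HUVEC/well / Controls: TNF-alpha positive control, DMSO neutral control / Compound dosing: single concentration / Medium: EGM-2 over gelatin coat / Evaluation: percent E-selectin-positive cells / Signal: immunofluorescence imaging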
RAD54 branch – inhibitors of human RAD54 branch migration | Q92698 | RAD54 Holliday junction branch migration, FAM/BHQ fluorescence | inhibition, % at 10.4 µM | 360,000 tested, 0.14% active | AID 602329;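 active = mean normalized replicate activity at least 40 and at least half of replicates scoring 40 or more; inconclusive = only one of the two criteria met; inactive = mean below 40 and under half of replicates reaching 40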;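 also: 0% = median of neutral control wells and 100% = median of positive control wells; inhibitors cause a drop in the FAM fluorescence signal; in these data hits start at about 50%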
Xi reactivation – activators of X-chromosome reactivation in mouse fibroblasts. XiGFP mouse fibroblasts, % GFP-positive cells imaging, 3 d; cells co-treated with 5-aza-dC sensitizer; scaled so ellipticine positive control = 100%. activation, % at 7.58 µM. 360,000 tested, 0.055% active;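 active = mean normalized replicate activation at least 10% and every replicate at or above 10%; inconclusive = only one of the two criteria met; inactive = mean below 10% and not all replicates reach 10%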;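 also: 0% = median of on-plate neutral control wells and 100% = ellipticine 6 µM median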
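Material: XiGFP fibroblasts, SV40-immortalized. Buffer or medium: DMEM plus 5-aza-dC sensitizer. Compound: single concentration per compound, delivered by pin transfer. Times: 3 days compound exposure. Controls: ellipticine 6 µM.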
Casp6 inh – blocks human caspase-6 cleavage activity; P55212; purified caspase-6, Z-VEID-R110 cleavage fluorescence; inhibition, % at 12.5 µM; 350,000 tested, 0.53% active; AID 686996;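 active = mean inhibition across replicates at least about 35%, with every replicate also reaching that limit, limit read from the data; inconclusive = only one of the two criteria met; inactive = neither criterion met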;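 also: 0% = median of neutral control wells and 100% = no fluorescence left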
Target sequence (P55212 24-179 limits assumed): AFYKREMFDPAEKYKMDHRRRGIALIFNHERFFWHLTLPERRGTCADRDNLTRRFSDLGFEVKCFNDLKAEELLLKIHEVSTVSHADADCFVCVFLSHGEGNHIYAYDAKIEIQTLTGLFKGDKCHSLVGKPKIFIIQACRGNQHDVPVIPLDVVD
Target sequence (P55212 194-293 limits assumed): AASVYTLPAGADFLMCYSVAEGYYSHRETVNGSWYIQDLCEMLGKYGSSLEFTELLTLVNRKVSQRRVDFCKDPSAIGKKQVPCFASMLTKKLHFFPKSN
DENV2 CPE – inhibitors of DENV2 cytopathic effect | DENV2-infected cells, cytopathic effect rescue, plate reader | CPE inhibition, % at 9.99 µM | 350,000 tested, 1.7% active; in the data active = CPE inhibition above about 20%, passing the limit was not always enough; inconclusive = no clear call, values can overlap the other calls; tested in BHK-21 cells;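 also: 0% = median of neutral control wells and 100% = median of positive control wells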
* = called active by the depositor; ? = inconclusive; · = no result given; & = joins results of further samples. Rows were taken by chance; 3.7% or so of the library scored in one or more.

SMILES	F508del corr	GSIS activator	RAD52 inh	E-sel inducer	RAD54 branch	Xi reactivation	Casp6 inh	DENV2 CPE
NS(=O)(=O)c1ccc(CCNC(=O)CCc2ccccc2)cc1	2.8	1	-16	·	7	0.0	-2	3
Cc1ccc(NC(=O)CN(C)C(=O)CCOc2ccccc2C)cc1	1.9	·	-4	·	·	-0.1	-4	·
CC1(C(=O)NCc2ccccc2)Cc2c(-c3ccc4c(c3)OCO4)ccnc2O1 (configuration not stated)	5.1	-13	-2	0.6	20	1.0	2	-5
CC(=O)N1CCOc2ccc(S(=O)(=O)N3CCC(C(=O)Nc4ccc(C)cc4C)CC3)cc21	-0.4	-12	10	·	0	-0.1	·	4
Cc1nc2c(-c3ccccc3)c(C)nn2c(SCC(N)=O)c1Cc1ccccc1	-2.5	-7	-12	0.1	1	0.0	0	-3
COc1ccc([N+](=O)[O-])cc1NC(=O)c1ccccc1SC	-1.8	8	-6	4.3	-1	0.1	-5	·
COc1ccc(CCN2CC(C(=O)NCCc3ccccc3)CC2=O)cc1OC (configuration not stated)	-0.5	·	-5	-0.1	-5	0.0	2	3
CC=Cc1ccc2n(c1=O)C[C@@H]1[C@@H](CO)[C@H](C(=O)N3CCCCC3)N(C(=O)CC3CC3)[C@H]21 (mixture of isomers)	0.0	4	-2	0.5	2	0.5	28	6
COc1ccc2nc(SC(C(=O)c3ccccc3)c3ccccc3)nc(C)c2c1 (configuration not stated)	-1.2	-3	-21	·	-9	0.1	0	-6
O=S(=O)(c1ccccc1)N1CCCCN2[C@H](C1)[C@H](c1ccc(-c3ccccc3F)cc1)[C@@H]2CO	0.9	-32	-3	-0.5	6	0.0	-3	-9
CC1CCN(CC(=O)Nc2ccc(Br)cc2[N+](=O)[O-])CC1	-2.6	1	-1	·	-4	0.1	-3	-2
COc1ccc(S(=O)(=O)Cc2ccc(C(=O)NCc3ccc(C)cc3)o2)cc1	-0.1	-30	-17	-0.2	-2	0.0	0	1

Some of these compounds in order of the RAD52 inh value, largest number first:
SMILES	RAD52 inh
O=S(=O)(c1ccccc1)N1CCCCN2[C@H](C1)[C@H](c1ccc(-c3ccccc3F)cc1)[C@@H]2CO	-3
COc1ccc(CCN2CC(C(=O)NCCc3ccccc3)CC2=O)cc1OC (configuration not stated)	-5
Cc1nc2c(-c3ccccc3)c(C)nn2c(SCC(N)=O)c1Cc1ccccc1	-12

Further compounds.
SMILES	F508del corr	GSIS activator	RAD52 inh	E-sel inducer	RAD54 branch	Xi reactivation	Casp6 inh	DENV2 CPE
O=C(C[C@H]1CC[C@H](NC(=O)C2CCOCC2)[C@@H](CO)O1)Nc1nccs1	-2.8	11	4	0.1	-10	0.3	-2	5
Cc1noc(C)c1S(=O)(=O)Nc1ccc2c(c1)C(=O)N([C@H](C)CO)C[C@H](C)[C@H](CN(C)S(=O)(=O)c1ccc(F)cc1)OCCCC[C@H](C)O2	2.6	-2	-72	0.0	-9	0.0	0	?
O=C(N/N=C/c1ccccn1)C(O)c1ccccc1 (configuration not stated)	-1.6	6	-14	·	-9	0.1	-2	3
CCN(C(=O)Cn1cc(C(F)(F)F)ccc1=O)C1CCS(=O)(=O)C1 (configuration not stated)	-0.2	-5	-22	2.6	4	0.4	-2	-6
CC(=O)C(=Cc1cn(-c2ccccc2)nc1-c1ccccc1)C(C)=O	-4.7	17	-17	·	-3	0.2	-2	-3
Cc1ccc(C)c(S(=O)(=O)N2CCN(C(=O)/C=C/c3ccco3)CC2)c1	0.7	-21	-44	2.8	-4	0.2	-1	3
O=C(CN1C(=O)NC2(CCCC2)C1=O)N1CCN(S(=O)(=O)c2ccc(Cl)cc2)CC1	-2.8	2	-13	·	·	0.1	-2	-4
CN(CC(=O)Nc1ccccc1Br)C(=O)c1ccccc1OCc1ccc(F)cc1	2.7	-17	-7	·	7	0.0	-13	?
COc1ccc(C2=NN(C(=O)CSc3nc4ncc(Cl)cc4[nH]3)C(c3ccco3)C2)cc1 (configuration not stated)	2.7	-16	-63	0.8	-4	0.1	14	2
COc1ccc(NC(=O)CSc2nnc(C)c(=O)n2N)cc1	0.0	·	-7	-0.1	2	0.3	-1	-7
CCCCN1C(=O)C(CC(=O)NC2CCCCC2)CC(C(=O)N(C(C)C)C(C)C)=C1C (configuration not stated)	0.9	9	-17	-0.5	-5	0.2	-2	6
COc1cccc(NC(=O)N2CCCc3ccccc32)c1	1.3	-2	-25	17	·	0.0	-5	2
COc1ccc(CN2CCC[C@]3(N[C@H](c4ccc(OC)cc4)[C@@H]4C(=O)N(Cc5ccccc5)C(=O)[C@@H]43)C2=O)cc1	0.9	-10	-18	-0.1	-8	-0.1	1	17
O=C(Cn1cc2c(n1)CCCC2)NCc1cccnc1	-4.0	3	-3	-0.1	-9	0.3	-1	19
COc1cccc(S(=O)(=O)N2CC3(CN[C@H](CO)c4[nH]c5cc(OC)ccc5c43)C2)c1	4.0	32	-51	0.1	·	0.2	-3	2
O=C(Nc1ccccc1C(=O)Nc1ccccc1)c1ccccc1Br	-0.7	13	-15	0.5	-5	0.0	-3	5
COc1ccc(NC(=O)CN2C(=O)COc3ccc(S(=O)(=O)N4CCCCC4)cc32)c(OC)c1	2.6	-7	-6	·	-1	0.3	-1	3
C[C@H](CO)N1C[C@H](C)[C@@H](CN(C)Cc2ccccc2)Oc2ccc(NC(=O)CCN3CCOCC3)cc2C1=O	1.8	14	-6	·	2	0.4	-5	14
CN(CCO)c1cc(Sc2nc3ccccc3s2)c2nonc2c1[N+](=O)[O-]	2.1	164*	4	·	1	·	32	-2
C[C@H](CO)N1C[C@H](C)[C@H](CN(C)S(=O)(=O)c2cn(C)cn2)OCCCC[C@H](C)Oc2ccc(NC(=O)Nc3cccc4ccccc34)cc2C1=O	1.4	0	-17	0.1	5	0.3	2	2
O=C(NNC1CC(=O)N(c2ccccc2)C1=O)c1cccnc1 (configuration not stated)	-1.9	12	-9	0.2	·	0.0	7	0
C[C@@H]1CN([C@@H](C)CO)C(=O)c2cccc(NC(=O)c3cnccn3)c2O[C@H]1CN(C)S(=O)(=O)c1ccccc1	0.2	0	·	1.2	·	-0.4	·	·
COc1ccc(C(=O)NC(=S)N2CCC(C)CC2)cc1Br	-1.9	2	-4	·	-2	0.2	1	-2
CC(C)CC#Cc1ccc2c(c1)O[C@H](CN(C)C(=O)c1ccccc1F)[C@H](C)CN([C@H](C)CO)S2(=O)=O	-8.1	-25	10	-0.2	-2	-0.8	-2	-16
CC(C)c1ncc(S(=O)(=O)c2ccc(C(F)(F)F)cn2)c(N)n1	0.0	·	-8	·	·	0.3	5	-4
CC=Cc1ccc2n(c1=O)C[C@H]1[C@H](CO)[C@@H](C(=O)N(C)C)[C@@H]2N1C(=O)c1ccccc1 (mixture of isomers)	0.2	15	-8	-0.3	11	0.1	1	2
C[C@@H]1CCCCO[C@@H](CN(C)C(=O)CCCN(C)C)[C@H](C)CN([C@@H](C)CO)C(=O)c2cc(N(C)C)ccc2O1	-1.2	4	·	-0.1	·	0.1	·	·
Cc1nc(-c2ccccc2)ccc1C(=O)O	2.5	11	-11	-0.1	·	0.0	-4	-5
C#CCNC(=O)C[C@H]1C[C@@]2(C(=O)OC)C(=C[C@H](C(C)(C)C)O[C@@H]2C)N(CCCCCCCC)C1=O	-3.0	·	-6	-0.3	·	-0.1	4	?
Cn1ncc(Cl)c1C(=O)N1CCN(S(=O)(=O)c2ccc(F)cc2)CC1	0.0	19	-10	0.1	-4	-0.1	-3	?
CCOC(=O)c1ccc(NC(=O)NCc2cccnc2)cc1	-1.4	0	-16	·	-5	0.1	-3	3
CCNC(=O)[C@H]1[C@H](CO)[C@H]2Cn3c(ccc(-c4cccnc4)c3=O)[C@H]2N1Cc1ccccc1	-3.7	15	-2	-0.3	-5	0.0	-1	-5
COC(=O)[C@]12CCCCC=C1N(Cc1ccc3c(c1)OCO3)C(=O)[C@H](CC(=O)N1CCN(C(=O)c3ccco3)CC1)C2	-0.3	-27	-8	0.4	·	-0.1	3	0
C[C@@H]1CCCCO[C@H](CN(C)C(=O)Nc2ccc3c(c2)OCO3)[C@H](C)CN([C@H](C)CO)C(=O)c2cc(NS(=O)(=O)c3cn(C)cn3)ccc2O1	0.8	-2	4	-0.1	10	0.5	-1	-5
C=CC[C@H](OC(=O)Nc1ccc(SC)cc1)c1ccc(OCCO)cc1	1.8	·	8	·	4	·	0	-3
Cc1ccccc1CNS(=O)(=O)c1c(C(=O)N2CCCCC2)c(C)n(C)c1C	1.2	13	10	·	-1	0.0	2	-5
COc1ccc(/C=C2\N=C(SC)N(C)C2=O)cc1	0.5	-15	-23	·	·	·	2	8
CCCc1nc(N2CCN(C)CC2)c2sc(=S)n(-c3ccccc3)c2n1	-2.0	2	-8	-0.1	2	0.3	-3	5
COc1ccc(CNC(=O)c2cccc(S(=O)(=O)N3CCN(c4ccc(F)cc4)CC3)c2)cc1	-4.1	-13	-15	0.0	8	0.1	-3	-3
Cc1nc(N)nc(N/N=C/c2c(F)cccc2Cl)n1	-3.8	5	-16	-0.2	-4	0.0	·	1
COc1ccccc1OCc1cc(C(=O)N2CC3C[C@@H]4CC2C[C@H](C3)C4)no1	2.5	-11	-29	·	-6	0.0	0	3
Cn1cncc1C#Cc1ccc2cc(C3(O)CCCCC3)oc(=O)c2c1	0.0	·	·	0.3	-6	0.0	·	·
NS(=O)(=O)c1ccc(CCNC(=O)c2ccc(OCC3CCCO3)cc2)cc1 (configuration not stated)	-0.6	-3	-16	·	2	0.0	-1	-2
COc1ccc(CNc2ccc(N3CCN(C(C)=O)CC3)cc2)cc1OC	4.3	·	2	0.0	-6	0.5	-2	-7
CCCCN(C(=O)c1ccc(S(=O)(=O)N(C)C)cc1)c1ccccc1	-1.0	-11	0	0.3	-14	0.9	-3	-6
COCCNC(=O)C[C@H]1CC[C@H]2[C@@H](COC[C@H](O)CN2C(=O)c2cc(Cl)cc(Cl)c2)O1	1.7	5	-6	0.2	-4	0.2	1	-4
COc1ccc(CC(=O)NCc2nnc(SCC(=O)Nc3cccc(F)c3)n2C)cc1	0.6	-8	2	2.8	-5	0.1	1	7
CCCNC(=O)C[C@@H]1CC[C@@H]2[C@H](COC[C@@H](O)CN2C(=O)CC)O1	2.5	5	-19	-0.1	5	0.3	5	3
CS(=O)(=O)N1[C@@H](C#N)[C@@H](c2ccccc2)[C@@H]1CO	-0.6	7	5	0.2	7	0.4	1	-1
O=C1CC2(CCCCC2)Oc2ccc(F)cc21	2.9	-1	·	0.1	-5	0.1	·	·
CC(=O)c1ccccc1NC(=O)COC(=O)C1COc2ccccc2O1 (configuration not stated)	-1.9	20	-24	-0.2	2	0.3	-3	-8
C=CCN(CC(=O)NC1CCCC1)C(=O)C(=O)Nc1ccc2c(c1)OCCO2	-1.4	-3	-12	·	2	0.0	-2	1
Cc1ccc(CN2CCN(CC(=O)O)C2=O)cc1	-2.1	9	-8	·	·	0.3	-3	-4
O=C(NC1CCN(Cc2ccccc2)CC1)c1[nH]c(C(F)(F)F)nc1-c1ccccc1	1.8&0.3	-2&22	4&-18	0.4&0.4	0&4	0.2&0.0	-13&-13	?
COc1ccccc1NC(=O)O/N=C(\N)c1ccccc1	-1.9	9	5	0.0	0	-0.1	3	2
